Screening data deposited in PubChem by The Scripps Research Institute Molecular Screening Center.
PME-1 inh – blocks human protein phosphatase methylesterase 1. inhibition, % at 5.9 µM. recombinant PME-1, FP-Rh probe fluorescence polarization. Q9Y570. 0.53% of 320,000 active;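 active = inhibition above the campaign mean of all compounds plus 3 SD, cut at about 26% in these data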;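 note: competitive labeling of PME-1 active site by serine hydrolase directed probe; 0% = PME-1 with DMSO and 100% = wells lacking PME-1 enzyme; inhibitors block probe labeling so polarization falls and inhibition rises; many of its hits are not listed in these tables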
Target sequence (Q9Y570 whole entry, looked up): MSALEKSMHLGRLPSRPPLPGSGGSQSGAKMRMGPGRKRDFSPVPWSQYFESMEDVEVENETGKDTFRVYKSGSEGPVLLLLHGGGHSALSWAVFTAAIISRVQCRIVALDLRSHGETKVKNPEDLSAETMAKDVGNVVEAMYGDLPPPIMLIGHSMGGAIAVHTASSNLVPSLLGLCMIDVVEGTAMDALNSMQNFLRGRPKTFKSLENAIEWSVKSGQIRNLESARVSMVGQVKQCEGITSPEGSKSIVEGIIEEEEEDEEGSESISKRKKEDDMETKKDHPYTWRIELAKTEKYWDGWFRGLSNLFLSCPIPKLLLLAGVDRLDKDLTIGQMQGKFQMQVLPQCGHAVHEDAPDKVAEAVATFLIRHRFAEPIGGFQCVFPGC
PAFAH1B3 inh – inhibitors of human PAFAH1B3; Q15102; inhibition, % at 3.39 µM; AID 492972; 0.28% of 340,000 active; recombinant PAFAH1B3, FP-rhodamine probe, fluorescence polarization;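 active = inhibition above the screen-wide average of all tested compounds plus 3 SD, cut at about 25% in these data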;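 note: 0% = enzyme with DMSO only and 100% = wells lacking PAFAH1B3 protein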
Target sequence (Q15102 whole entry, looked up): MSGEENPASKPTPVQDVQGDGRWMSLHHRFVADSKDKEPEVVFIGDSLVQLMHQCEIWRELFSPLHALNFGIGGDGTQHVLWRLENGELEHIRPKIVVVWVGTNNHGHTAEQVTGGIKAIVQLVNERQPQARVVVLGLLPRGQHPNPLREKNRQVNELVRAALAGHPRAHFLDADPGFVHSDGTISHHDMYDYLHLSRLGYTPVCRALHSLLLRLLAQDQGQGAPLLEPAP
pPAFAH FP inh – pPAFAH (human) enzyme inhibition; Q13093; recombinant pPAFAH, FP-rhodamine probe fluorescence polarization; inhibition, % at 3.39 µM; 1.5% of 330,000 active;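 active = inhibition above the mean inhibition across the screen plus 3 SD, cut at about 25% in these data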;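 note: inhibitors block binding of the rhodamine activity-based probe so polarization drops; 0% = enzyme with DMSO and 100% = wells lacking pPAFAH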
LYPLA1 inh – blocks human lysophospholipase 1, a PME1 counter-screen. AID 2174. recombinant LYPLA1, FP-Rh probe fluorescence polarization. inhibition, % at 5.9 µM. 0.16% of 320,000 active. O75608;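 active = inhibition above the mean of all tested compounds plus 3 SD, set per campaign, cut at about 14% in these data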;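 note: inhibitors block serine hydrolase probe labeling of LYPLA1 so polarization falls; 0% = enzyme with DMSO and 100% = wells lacking LYPLA1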
GSTO1 counter – GSTO1 inhibition, counter-screen for RBBP9 inhibitors | P78417 | recombinant GSTO1, activity-based probe fluorescence polarization | inhibition, % at 5.96 µM | 1.1% of 300,000 active | AID 1974;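 active = inhibition above the campaign mean inhibition plus 3 SD, cut at about 35% in these data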;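 note: 0% = GSTO1-1 with DMSO and 100% = wells lacking GSTO1-1 enzyme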
PAFAH1B2 inh – blocks human PAF acetylhydrolase 1b catalytic subunit 2. recombinant PAFAH1B2, FP-rhodamine activity probe, fluorescence polarization. inhibition, % at 3.39 µM. 1.2% of 340,000 active. P68402;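 active = inhibition above the mean of all tested compounds plus 3 SD, cut at about 24% in these data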;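 note: 0% = enzyme with DMSO and 100% = wells lacking PAFAH1B2; many of its hits are not listed in these tables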
Target sequence (P68402 whole entry, looked up): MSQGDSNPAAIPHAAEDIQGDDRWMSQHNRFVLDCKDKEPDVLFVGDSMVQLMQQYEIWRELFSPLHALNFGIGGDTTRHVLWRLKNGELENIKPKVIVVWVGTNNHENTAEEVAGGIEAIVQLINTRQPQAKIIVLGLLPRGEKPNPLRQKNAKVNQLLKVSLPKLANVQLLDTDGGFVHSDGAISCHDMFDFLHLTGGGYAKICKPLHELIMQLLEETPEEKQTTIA
Fam108B inh – Fam108B inhibition, counter-screen for RBBP9 inhibitors; recombinant Fam108B, FP-Rh probe fluorescence polarization; inhibition, % at 9.51 µM; 0.33% of 300,000 active; AID 1947;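 active = inhibition above the screen mean inhibition plus 3 SD, computed separately per campaign, cut at about 18% in these data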;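 note: inhibitors lower polarization as less probe binds the enzyme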
PAD4 inh – inhibitors of human PAD4. recombinant PAD4, RCA probe fluorescence polarization. inhibition, % at 6.36 µM. 0.41% of 330,000 active. AID 485272;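 active = percent inhibition above a cutoff equal to the mean of all tested compounds plus 3 SD, cut at about 15% in these data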;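 note: 0% = PAD4 with RCA probe and DMSO and 100% = probe without PAD4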
PAFAH2 FP inh – PAFAH2 (human) inhibition; Q99487; inhibition, % at 3.39 µM; 0.99% of 340,000 active; recombinant PAFAH2, FP-rhodamine activity probe, fluorescence polarization;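 active = inhibition above the mean over all tested compounds plus 3 SD, cut at about 30% in these data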;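 note: inhibitors block probe labeling of enzyme so polarization drops; 0% = enzyme with DMSO and 100% = wells lacking PAFAH2 protein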
* = called active by the depositor; · = no result given. A portion of the library, so the mix of outcomes need not match the whole.

SMILES	PME-1 inh	PAFAH1B3 inh	pPAFAH FP inh	LYPLA1 inh	GSTO1 counter	PAFAH1B2 inh	Fam108B inh	PAD4 inh	PAFAH2 FP inh
CCOc1ccc(C(CCc2ccccc2)NC(=O)c2ccccc2OC)cc1OCC (centres undefined)	2	3	2	-2	2	2	-5	1	-4
O=C1CCc2cc(S(=O)(=O)NC(Cc3ccccc3)C(=O)NCCC3=CCCCC3)ccc2N1 (centres undefined)	0	4	10	-1	2	8	0	-2	10
O=C(COC(=O)c1ccc(F)c(S(=O)(=O)N2CCOCC2)c1)NCc1ccc2c(c1)OCO2	·	-1	1	·	·	0	·	1	12
CC(C)Sc1nnc([C@@H]2CCCN2C(=O)OC(C)(C)C)o1	0	6	2	0	5	3	-1	1	-4
COc1ccc(CNC(=O)c2cccc(NC(=O)c3ccccc3)c2)cc1	-4	2	-1	-10	2	0	-4	4	-12
Cc1ccc(OCc2n[nH]c(=S)n2-c2ccc(Br)cc2)cc1	-7	-6	3	0	11	10	1	0	-9
O=C1CSC(=S)N1c1cccc(F)c1	-7	2	-3	0	2	-1	-2	-6	-8
Cc1c(C(=O)N2CCN(c3ncccn3)CC2)oc2c(Cl)cccc12	2	1	-2	-1	8	0	-2	3	-9
Cc1ccc(NC(=O)CSc2ncc(-c3ccccc3)n2C(=O)c2ccccc2)cc1	10	4	7	2	10	5	-2	-3	1
COc1ccc(N2Cc3ccccc3C2=NC(=O)c2ccc(C)cc2)cc1OC	2	4	0	-4	4	5	1	-1	8
O=C(C1CCC1)N1CCc2cc(S(=O)(=O)N3CCCCC3)ccc21	1	10	0	0	0	7	3	2	-2
CC(C)(C)OC(=O)NCCC(=O)N/N=C/c1ccc2ncccc2c1	2	2	0	-3	4	1	0	-3	4
O=C(C1CCCO1)N1CCN(C(=S)Nc2ccccc2Cl)CC1 (centres undefined)	2	-5	-2	-1	3	3	-3	-5	6
O=C1NCCc2c1[nH]c1c(Cl)ccc(Cl)c21	-2	1	6	-1	-1	3	1	-1	-6
O=C(NCc1ccco1)C1CC(O)CN1C(=O)Nc1ccccc1 (centres undefined)	-8	2	3	3	1	5	3	3	13
Cc1ccc(Cl)cc1NC(=O)CCn1cccc1	-8	9	5	-5	0	0	3	0	-3
O=C1C=C(c2cc(F)ccc2F)C[C@@H](c2ccc(Cl)cc2)C1	5	8	0	-3	·	1	·	-1	2
O=C(Nc1nc2ccccc2[nH]1)c1cccs1	-4	7	1	-2	3	1	0	4	-1
Cc1ccccc1OCC(=O)NCC1CCCO1 (centres undefined)	-6	8	-7	-4	3	5	-2	-14	-2
CC(C)Oc1cccc(C(=O)C2CCCN(S(C)(=O)=O)C2)c1 (centres undefined)	-4	0	10	4	5	6	-3	-5	3
O=C(COc1ccc(/C=N/NC(=O)C(=O)N2CCCCC2)cc1)Nc1ccccc1Cl	-2	-3	-4	-2	1	0	-4	-1	1
COc1cccc2cc(C(=O)N3CCN(c4ccccn4)CC3)c(=O)oc12	-1	1	1	2	-4	5	0	-6	-2
COc1ccccc1C(=O)Nc1ccccc1N1CCOCC1	1	3	2	0	7	0	-2	1	6
COCCN(C(=O)C1=COCCO1)c1c(N)n(CC(C)C)c(=O)[nH]c1=O	-3	4	-3	0	·	9	·	-2	4
Cc1ccc(C(=O)/C=C/Nc2ccc(S(=O)(=O)Nc3onc(C)c3C)cc2)cc1	11	8	0	4	4	10	-2	-1	1
COc1cc2c(cc1NC(=O)Nc1ccccc1)oc1ccccc12	31*	12	1	-11	-35	-1	33*	-3	-24
O=C(O)COc1nsnc1N1CCOCC1	0	3	-4	0	2	5	2	2	-2
O=C1C2C(c3ccccc3)C=CC(c3ccccc3)C2C(=O)N1C1CCCCC1 (centres undefined)	-12	-1	-3	0	-4	1	-2	-13	-2
N[C@@H](Cc1ccccc1)C(=O)N1CCOCC1	-1	6	3	0	3	5	-2	0	7
O=C(COC(=O)c1cnccn1)Nc1cccc2ccccc12	-3	4	5	1	3	-3	1	0	3
Cc1cc(NC(=O)CCCN2C(=O)c3cccnc3C2=O)no1	-2	-2	-1	0	-1	3	1	0	-2
Cn1nnnc1SCC(=O)Nc1cc(C(C)(C)C)nn1-c1ccccc1	4	5	1	0	-2	6	-1	1	-5
CSCC[C@H](NC(=O)c1cccc(S(=O)(=O)N2CCCCCC2)c1)c1nc2ccccc2[nH]1	·	-4	6	·	·	7	·	-7	-7
COc1ccc(S(=O)(=O)NC(C)C(=O)NCc2ccncc2)cc1C (centres undefined)	-2	13	-1	-2	6	0	1	2	-5
Cc1ccccc1N(CC(=O)N/N=C/c1cc(C)n(-c2ccccc2C)c1C)S(C)(=O)=O	1	1	6	-2	5	3	6	-5	7
COc1ccc(CCC(=O)Nc2ccccc2C(F)(F)F)cc1	4	1	2	2	3	3	0	-6	1
COc1cc(OC)c(CN2CCN(c3ccc(F)cc3)CC2)cc1Br	3	-4	4	2	0	-5	-3	-2	2
Cc1nc(CCNC(=O)CC2C(=O)NCCN2Cc2ccccc2)sc1C (centres undefined)	-4	-1	1	-2	2	-1	2	-3	2
CC(=O)C(Sc1ccc2nnc(-c3ccncc3)n2n1)C(C)=O	3	-4	-1	4	5	-4	0	2	1
COc1cc(C(C#N)N2CCCCC2)ccc1O (centres undefined)	-1	2	8	2	3	3	-2	-2	-1

No new results follow: entries from further up.
SMILES	PME-1 inh	PAFAH1B3 inh	pPAFAH FP inh	LYPLA1 inh	GSTO1 counter	PAFAH1B2 inh	Fam108B inh	PAD4 inh	PAFAH2 FP inh
O=C(COc1ccc(/C=N/NC(=O)C(=O)N2CCCCC2)cc1)Nc1ccccc1Cl	-2	-3	-4	-2	1	0	-4	-1	1
COc1cccc2cc(C(=O)N3CCN(c4ccccn4)CC3)c(=O)oc12	-1	1	1	2	-4	5	0	-6	-2
COc1ccccc1C(=O)Nc1ccccc1N1CCOCC1	1	3	2	0	7	0	-2	1	6
COCCN(C(=O)C1=COCCO1)c1c(N)n(CC(C)C)c(=O)[nH]c1=O	-3	4	-3	0	·	9	·	-2	4
Cc1ccc(C(=O)/C=C/Nc2ccc(S(=O)(=O)Nc3onc(C)c3C)cc2)cc1	11	8	0	4	4	10	-2	-1	1
COc1cc2c(cc1NC(=O)Nc1ccccc1)oc1ccccc12	31*	12	1	-11	-35	-1	33*	-3	-24
O=C(O)COc1nsnc1N1CCOCC1	0	3	-4	0	2	5	2	2	-2
O=C1C2C(c3ccccc3)C=CC(c3ccccc3)C2C(=O)N1C1CCCCC1 (centres undefined)	-12	-1	-3	0	-4	1	-2	-13	-2
N[C@@H](Cc1ccccc1)C(=O)N1CCOCC1	-1	6	3	0	3	5	-2	0	7
O=C(COC(=O)c1cnccn1)Nc1cccc2ccccc12	-3	4	5	1	3	-3	1	0	3
Cc1cc(NC(=O)CCCN2C(=O)c3cccnc3C2=O)no1	-2	-2	-1	0	-1	3	1	0	-2
Cn1nnnc1SCC(=O)Nc1cc(C(C)(C)C)nn1-c1ccccc1	4	5	1	0	-2	6	-1	1	-5
CSCC[C@H](NC(=O)c1cccc(S(=O)(=O)N2CCCCCC2)c1)c1nc2ccccc2[nH]1	·	-4	6	·	·	7	·	-7	-7
COc1ccc(S(=O)(=O)NC(C)C(=O)NCc2ccncc2)cc1C (centres undefined)	-2	13	-1	-2	6	0	1	2	-5
Cc1ccccc1N(CC(=O)N/N=C/c1cc(C)n(-c2ccccc2C)c1C)S(C)(=O)=O	1	1	6	-2	5	3	6	-5	7
COc1ccc(CCC(=O)Nc2ccccc2C(F)(F)F)cc1	4	1	2	2	3	3	0	-6	1
COc1cc(OC)c(CN2CCN(c3ccc(F)cc3)CC2)cc1Br	3	-4	4	2	0	-5	-3	-2	2

More compounds follow.
SMILES	PME-1 inh	PAFAH1B3 inh	pPAFAH FP inh	LYPLA1 inh	GSTO1 counter	PAFAH1B2 inh	Fam108B inh	PAD4 inh	PAFAH2 FP inh
Cc1ccc(-c2ccc(S(=O)(=O)NCc3ccco3)cc2)cc1	-2	0	5	6	10	8	-1	-1	-1
COc1cccc(NS(=O)(=O)c2ccc3c(c2)N(C(C)=O)CCS3)c1	5	7	7	-3	3	5	-3	5	-4
CC1CCC/C(=N\NC(=O)COc2ccc(Cl)cc2Cl)C1 (centres undefined)	-4	-2	5	-1	4	3	-4	0	2
Cc1cccc(-c2c3c(=O)n(C)c(=O)n(C)c3cn2C(C)C)c1	5	4	0	9	-7	-3	4	-2	0
Cc1ccccc1C(=O)NC1CCN(Cc2nnnn2CCc2ccccc2)CC1	-3	7	9	-5	5	4	-1	0	3
CN(C(=O)Nc1cccc(C(F)(F)F)c1)C1CCCCC1	5	4	2	0	-1	4	2	3	7
Cc1ccccc1OCC(=O)Nn1c(COc2ccccc2)nc2ccccc2c1=O	2	-1	0	1	5	6	4	-1	1
N/C(=N\OC(=O)CCc1ccccc1)c1cccnc1	2	1	-3	0	9	2	0	-1	-2
O=C(NCc1ccco1)C1CCCN1C(=O)NCc1ccccc1 (centres undefined)	6	5	1	2	-2	2	-1	0	9
O=C(CSc1ccc2nnc(-c3cccnc3)n2n1)Nc1ccc(F)cc1F	-1	10	-3	1	-2	2	0	-3	3
O=C(COc1ccccc1F)NCCc1ccc2c(c1)OCCO2	·	-4	-1	·	·	5	·	0	-6
O=C(NCCc1ccccc1)C(=O)NCC1OCCN1S(=O)(=O)c1ccc(Cl)cc1 (centres undefined)	-5	4	0	1	-7	12	-2	-3	5

Not a retest: 3 of the compounds above.
SMILES	PME-1 inh	PAFAH1B3 inh	pPAFAH FP inh	LYPLA1 inh	GSTO1 counter	PAFAH1B2 inh	Fam108B inh	PAD4 inh	PAFAH2 FP inh
O=C(CSc1ccc2nnc(-c3cccnc3)n2n1)Nc1ccc(F)cc1F	-1	10	-3	1	-2	2	0	-3	3
O=C(COc1ccccc1F)NCCc1ccc2c(c1)OCCO2	·	-4	-1	·	·	5	·	0	-6
O=C(NCCc1ccccc1)C(=O)NCC1OCCN1S(=O)(=O)c1ccc(Cl)cc1 (centres undefined)	-5	4	0	1	-7	12	-2	-3	5
